Bioassay records (PubChem BioAssay)
V1aR counter = V1a receptor agonism, counter-screen for OXTR agonists. P37288. CHO-V1R cells, Fluo-8 calcium fluorescence, agonist mode; 0% DMSO, 100% 3 nM vasopressin. activation, % at 3 µM. actives 0.25% (n = 320,000). AID 2797;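 active = activation above the mean activation of all tested compounds plus 3 SD, per screening run, cut at about 20% in these data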;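 note: signal is peak over basal fluorescence ratio across a 100 second FLIPR read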
MEKK3 PB1 HTS = MEKK3-MEK5 PB1 interaction, increase or decrease | bead-based flow cytometry, Alexa488-MEK5 binding to MEKK3; actives lie on both sides; 0 = blocked by unlabeled MEK5, 100 = vehicle | actives 1.4% (n = 290,000) | binding response (% of control), % at 10 µM;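 active = binding response more than 3 SD above or below the average of its plate-row segment, actives on both sides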;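 note: Alexa488 bead fluorescence after subtracting the streptavidin-only scavenger bead signal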
Target sequence (Q99759 whole entry, looked up): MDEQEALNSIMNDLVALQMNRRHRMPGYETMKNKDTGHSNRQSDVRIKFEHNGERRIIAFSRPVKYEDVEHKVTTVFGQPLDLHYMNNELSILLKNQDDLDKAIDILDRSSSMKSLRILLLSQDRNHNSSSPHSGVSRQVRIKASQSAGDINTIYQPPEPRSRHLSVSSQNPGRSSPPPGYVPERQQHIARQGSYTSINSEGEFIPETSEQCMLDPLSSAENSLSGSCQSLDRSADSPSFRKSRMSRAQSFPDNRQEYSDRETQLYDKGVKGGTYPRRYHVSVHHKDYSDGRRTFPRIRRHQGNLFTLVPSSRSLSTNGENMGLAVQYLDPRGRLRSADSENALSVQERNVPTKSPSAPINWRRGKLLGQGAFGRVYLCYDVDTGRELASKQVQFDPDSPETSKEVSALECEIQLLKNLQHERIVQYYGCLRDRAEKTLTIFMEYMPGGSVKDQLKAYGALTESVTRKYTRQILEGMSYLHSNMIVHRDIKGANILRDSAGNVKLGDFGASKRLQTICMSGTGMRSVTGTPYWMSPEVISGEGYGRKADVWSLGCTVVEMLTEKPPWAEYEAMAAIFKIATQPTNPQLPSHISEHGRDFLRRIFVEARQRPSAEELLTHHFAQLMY
GPR7 antag = human neuropeptides B/W receptor 1 antagonism | actives 1.1% (n = 290,000) | AID 1861 | P48145 | GPR7-expressing cells, fluorescence antagonist assay | inhibition, % at 4.4 µM; in the data active = inhibition above about 16%, passing the limit was not always enough;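 note: cells stimulated with the agonist NPW; 0% = agonist with vehicle and 100% = vehicle without agonist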
OXTR agonist = activates the human oxytocin receptor | CHO-OTR cells, Fluo-8 calcium fluorescence; normalized: DMSO 0%, oxytocin 100% | activation, % at 3 µM | actives 0.32% (n = 320,000) | AID 2435;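 active = activation above the mean of all tested compounds plus 3 SD, cutoff set per screening run, cut at about 20% in these data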;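 note: peak over basal fluorescence ratio from a 100 s FLIPR kinetic read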
MEKK2 mut-MEK5 = signal of MEK5 binding to mutant human MEKK2 PB1 domain | bead flow cytometry, Alexa488-MEK5 binding to MEKK2 mutant | percent response, % at 10 µM | actives 0.35% (n = 290,000); in the data active = percent response above about 24%, passing the limit was not always enough; note: inactives centre near 1; some results filed as inactive read as strong as hits; reference of the scale not given here
GalR3 antagonist = blocks the human galanin receptor 3. HEK293 GalR3-CNG cAMP membrane potential fluorescence; galR3 body fused to GalR1 C-terminus. AID 651719. actives 0.44% (n = 360,000). inhibition, % at 3 µM;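 active = inhibition above the screen-wide average plus 3 SD, cut at about 13% in these data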;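 note: forskolin and galanin both at EC90 stimulate the cells; cAMP rise reported by CNG channel membrane potential dye signal; 0% = forskolin plus galanin with DMSO and 100% = forskolin alone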
MEKK2 WT-MEK5 = raises or lowers MEK5 binding to wildtype human MEKK2 PB1 domain | bead flow cytometry, Alexa488-MEK5 binding to MEKK2 WT; actives lie on both sides | binding response (% of control), % at 10 µM | actives 1.1% (n = 290,000); in the data active = binding response below about 67% or above about 130%
PHOSPHO1 block = inhibitors of human PHOSPHO1 phosphatase | Q8TCT1 | recombinant PHOSPHO1, absorbance phosphatase assay | inhibition, % at 13.3 µM | actives 1.1% (n = 290,000) | AID 1565; in the data active = inhibition above about 60%
Target sequence (Q8TCT1 whole entry, looked up): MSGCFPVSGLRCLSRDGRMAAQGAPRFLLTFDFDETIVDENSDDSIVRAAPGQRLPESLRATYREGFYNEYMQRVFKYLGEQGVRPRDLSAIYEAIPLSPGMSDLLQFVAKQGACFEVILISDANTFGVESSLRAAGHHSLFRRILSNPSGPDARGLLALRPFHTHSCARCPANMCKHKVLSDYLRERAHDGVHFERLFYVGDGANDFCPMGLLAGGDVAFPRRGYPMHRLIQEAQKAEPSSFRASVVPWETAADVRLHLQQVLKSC
NALP1 yeast inh = inhibitors of NALP1 inflammasome in yeast; S. cerevisiae NALP1/ASC/caspase-1 growth, X-gal OD620, 72 h; inhibition, % at 10 µM; actives 0.61% (n = 280,000); in the data active = inhibition mostly above about 24%, no sharp cut-off; inactive = mostly below about 32%; note: some compounds called inactive have numbers as strong as hits
Numbers without * were called inactive; nt = not tested or not shown. Rows were taken by chance; about 5.4% have a hit in one of these screens.

Start of the listing, in advance, seven compounds:
SMILES	V1aR counter	MEKK3 PB1 HTS	GPR7 antag	OXTR agonist	MEKK2 mut-MEK5	GalR3 antagonist	MEKK2 WT-MEK5	PHOSPHO1 block	NALP1 yeast inh
C=CCN=C(NC#N)SCCc1ccccc1	0.1	109.0	1.2	0.2	5.0	-3.1	113.0	-38.4	31.5
CC(CSc1nnnn1-c1ccccc1)Cn1c(N2CCN(C)CC2)nc2c1c(=O)[nH]c(=O)n2C (configuration not stated)	0.5	94.0	-9.2	0.1	-3.0	-1.0	92.0	7.3	1.0
CC(=O)Nc1ccc(S(=O)(=O)N2CCCC2C(=O)Nc2ccc(F)cc2)cc1 (configuration not stated)	1.0	102.0	-2.9	0.6	2.0	-5.9	102.0	42.2	3.1
Cc1cccc(NS(=O)(=O)c2ccc(C(=O)NCC3CCCO3)cc2)c1C (configuration not stated)	4.3	101.0	-0.7	6.1	6.0	-1.7	99.0	60.6*	-0.2
Cc1cc2ncc(S(=O)(=O)c3ccccc3)c(N)n2n1	-0.6	113.0	-4.8	0.8	5.0	-7.2	107.0	-0.1	24.1
COc1ccccc1CNC(=O)CCCc1cn(C)c2ccccc12	nt	105.0	26.5	nt	2.0	1.9	105.0	5.1	12.6
CC(=O)c1ccc2c(c1)OCCOCCOc1ccccc1OCCOCCO2	0.8	78.0	-6.5	-2.9	4.0	-1.7	84.0	43.0	23.0

The whole of this part, from the first entry:
SMILES	V1aR counter	MEKK3 PB1 HTS	GPR7 antag	OXTR agonist	MEKK2 mut-MEK5	GalR3 antagonist	MEKK2 WT-MEK5	PHOSPHO1 block	NALP1 yeast inh
C=CCN=C(NC#N)SCCc1ccccc1	0.1	109.0	1.2	0.2	5.0	-3.1	113.0	-38.4	31.5
CC(CSc1nnnn1-c1ccccc1)Cn1c(N2CCN(C)CC2)nc2c1c(=O)[nH]c(=O)n2C (configuration not stated)	0.5	94.0	-9.2	0.1	-3.0	-1.0	92.0	7.3	1.0
CC(=O)Nc1ccc(S(=O)(=O)N2CCCC2C(=O)Nc2ccc(F)cc2)cc1 (configuration not stated)	1.0	102.0	-2.9	0.6	2.0	-5.9	102.0	42.2	3.1
Cc1cccc(NS(=O)(=O)c2ccc(C(=O)NCC3CCCO3)cc2)c1C (configuration not stated)	4.3	101.0	-0.7	6.1	6.0	-1.7	99.0	60.6*	-0.2
Cc1cc2ncc(S(=O)(=O)c3ccccc3)c(N)n2n1	-0.6	113.0	-4.8	0.8	5.0	-7.2	107.0	-0.1	24.1
COc1ccccc1CNC(=O)CCCc1cn(C)c2ccccc12	nt	105.0	26.5	nt	2.0	1.9	105.0	5.1	12.6
CC(=O)c1ccc2c(c1)OCCOCCOc1ccccc1OCCOCCO2	0.8	78.0	-6.5	-2.9	4.0	-1.7	84.0	43.0	23.0
COC(=O)COc1ccc(S(=O)(=O)NCc2ccco2)cc1	0.9	103.0	-8.1	0.5	0.0	3.0	98.0	-3.7	13.1
Cc1ccc(C)n1-c1ccc(C(=O)N/N=C/c2ccncc2)cc1	-0.4	74.0	2.0	0.3	-6.0	-3.7	79.0	24.1	2.6
COCCNC(=O)c1cccc(Nc2nc(-c3ccccc3)c3cc(Cl)ccc3n2)c1	0.0	127.0	-8.6	-2.0	-1.0	-0.4	97.0	-20.6	35.4
Cc1ccc(-c2nc(-c3ccccn3)sc2CC(=O)O)cc1	-0.3	113.0	-3.8	0.0	22.0	-3.7	122.0	6.5	nt
CCOC(=O)c1c(NC(=S)Nc2ccc(Cl)cc2)sc2c1CCN(C)C2	0.8	118.0	-4.3	1.6	-1.0	-1.1	81.0	-13.2	17.2
CN1CCN(c2nc(NCCOC34CC5CC(CC(C5)C3)C4)nc(OCC(F)(F)F)n2)CC1	1.0	nt	-6.4	-0.1	nt	-3.3	nt	3.7	11.3
CC(=O)n1c(C=Nc2ccc(Cl)cc2)c(O)c2ccccc21	0.7	99.0	4.3	0.6	-6.0	3.1	91.0	38.0	9.0
CC(=O)N1CCN(C(=O)c2ccc3c(c2)S(=O)(=O)c2ccccc2C3=O)CC1	0.1	103.0	-2.7	1.2	1.0	-7.7	106.0	26.5	-11.5
COCCCNC(=O)CN1C(=O)/C(=C\c2ccc(C)cc2)Sc2ccccc21	2.0	105.0	-1.4	-0.3	-2.0	-9.0	102.0	-1.3	5.9
COc1ccc(C=O)cc1OS(=O)(=O)c1ccc(NC(C)=O)cc1	4.8	98.0	16.2	3.9	2.0	-3.9	99.0	5.7	19.0
CN(C)S(=O)(=O)c1cccc(NC(=O)CSc2nc3ccccc3n2-c2ccccc2)c1	1.8	153.0*	-1.9	-2.0	-1.0	-1.0	110.0	0.3	23.8
COc1ccccc1C1NC(=O)NC(C)=C1C(C)=O (configuration not stated)	-0.7	100.0	1.3	-1.1	-2.0	-3.7	99.0	nt	nt
O=C(Nc1cccc2ccccc12)/C(=C\c1cccc([N+](=O)[O-])c1)NC(=O)c1cccs1	-0.1	94.0	-8.6	-0.3	-2.0	6.7	90.0	-14.8	24.2
CCNc1cc(N2CCCC2)ccc1[N+](=O)[O-]	-0.5	96.0	-1.3	-2.6	-2.0	-0.3	95.0	0.6	32.0
CCCCNC(=O)n1c(=O)oc2ccc(Cl)cc21	-0.2	105.0	-10.7	1.2	5.0	1.2	112.0	-5.7	-1.6
O=C(NC1CSC/C1=N\O)c1ccccc1 (configuration not stated)	-0.2	101.0	-7.1	0.9	1.0	-2.6	97.0	6.8	-10.5
CCCCc1nc2cc(C(=O)N3CCCC3)ccc2o1	-0.4	101.0	1.2	-1.8	2.0	3.4	103.0	12.3	6.2
COc1ccc(N(C(C)C(=O)NCc2ccco2)S(C)(=O)=O)cc1 (configuration not stated)	-0.4	104.0	-4.4	0.4	3.0	-1.2	105.0	20.9	1.1

Continued:
SMILES	V1aR counter	MEKK3 PB1 HTS	GPR7 antag	OXTR agonist	MEKK2 mut-MEK5	GalR3 antagonist	MEKK2 WT-MEK5	PHOSPHO1 block	NALP1 yeast inh
CCC(C)[C@H](NC(=O)NCCC1=CCCCC1)C(=O)OC (some centres not stated)	-0.5	111.0	-8.9	-2.0	18.0	-3.0	105.0	24.0	-11.8
Cc1cc(C(=O)N/N=C/c2cccc(Cl)c2Cl)no1	-0.3	91.0	2.9	-1.6	-2.0	-4.2	93.0	7.8	2.4
CCC1C(=O)C(C)(C)C(=O)OC1c1ccc([N+](=O)[O-])cc1 (configuration not stated)	-0.4	106.0	-11.8	-2.6	3.0	-10.3	104.0	13.9	8.8
Cc1cc(C(=O)CSc2nnc(-c3ccccc3)n2Cc2ccc3c(c2)OCO3)c(C)n1C	-0.2	96.0	-2.1	-1.6	-4.0	-4.0	95.0	94.8*	10.3
O=c1c2cnn(-c3ccc(F)cc3)c2ncn1Cc1ccccc1	2.0	95.0	-5.9	1.9	5.0	-3.6	97.0	4.2	2.9
COc1ccc(-c2c(-c3cccc(C)c3)oc3ccc(-c4ccc5c(c4)OCO5)cc23)cn1	0.3	104.0	nt	-0.5	4.0	-2.5	99.0	nt	nt
COc1cccc(CNC(=O)CCCCCNC(=O)N2CCn3c2nc2ccccc23)c1	-0.1	100.0	-11.8	-2.3	5.0	2.8	103.0	34.1	5.7
COc1cc2c(cc1[N+](=O)[O-])n(C(C)C)c(=O)n2C(C)C	0.0	114.0	-0.6	-0.8	-1.0	-4.0	103.0	8.1	15.8
O=C(CSc1nnc(NC(=O)C2CC2)s1)Nc1ccc(F)cc1F	-0.3	101.0	-13.3	-1.8	5.0	0.6	104.0	47.6	-2.3
Cc1ccn2cc(CCNC(=O)Cc3cccs3)nc2c1	0.9	111.0	-20.0	-0.3	13.0	nt	105.0	47.7	3.2
CN(C)/C=N/c1sc2c(c1C(N)=O)CCCC2	0.5	100.0	-10.2	0.5	0.0	-3.6	103.0	37.9	8.7
OC1COC(OCc2ccccc2)C(O)C1O (configuration not stated)	-0.3	99.0	-11.4	0.6	1.0	-9.1	90.0	-1.3	13.6
O=[N+]([O-])c1nn(-c2ccc(Cl)cc2)n(O)c1=NCc1ccncc1	-0.7	67.0	8.3	1.8	-12.0	-5.9	77.0	57.1	0.6
CSc1nc(-c2ccccc2)c(C#N)c(=O)n1C	-0.8	92.0	-2.5	-2.4	-3.0	2.4	92.0	49.8	4.3
Cc1cccc(N2CCN(S(=O)(=O)c3cccc4nonc34)CC2C)c1 (configuration not stated)	-1.3	68.0	2.8	-1.3	-12.0	-5.6	75.0	-2.4	-3.4
Cc1ccccc1CCNC(=O)C1CCN(S(=O)(=O)c2ccc(-n3cnnn3)cc2)CC1	nt	103.0	16.0	nt	4.0	-3.6	105.0	1.3	31.3*
O=C(O)/C=C/c1cnn(-c2ccccc2)c1	nt	103.0	-10.4	nt	0.0	-3.1	102.0	29.2	-5.4
Cc1ccccc1C(=O)NC1CCN(CC(=O)Nc2ccc(N(C)C)cc2)CC1	1.0	105.0	-0.6	0.4	5.0	-4.0	107.0	3.3	19.5
O=C(O)COc1ccc(/C=C2/SC(=S)N(Cc3ccccc3)C2=O)cc1	-0.6	95.0	-7.4	0.5	2.0	-5.0	98.0	29.5	2.2
O=C(CCN1C(=O)C2C3C=CC(C3)C2C1=O)NC1CCCc2ccccc21 (configuration not stated)	0.5	103.0	-3.1	1.1	4.0	-0.8	105.0	-0.5	nt
Cc1ccc(-n2ncc3c(SCc4ccccn4)ncnc32)c(C)c1	-0.7	100.0	-14.9	-0.4	0.0	5.5	101.0	26.5	-1.6
CC(=O)c1c(C)n(C)c2ccc(OC(=O)c3ccc([N+](=O)[O-])cc3)cc12	0.5	99.0	-3.7	-0.1	0.0	-5.1	97.0	22.6	14.6
Cc1cccc(/C(N)=N/OC(=O)c2cccnc2)c1	1.4	101.0	-3.0	0.6	-4.0	-0.7	98.0	11.7	13.3
O=C(NCc1ccc2c(c1)OCO2)c1ccc(Cl)s1	-1.1	104.0	1.7	-2.4	3.0	-4.0	105.0	33.9	20.2
COc1cc(C)ccc1OCCOc1cc(C)ccc1Cl	0.2	108.0	-9.4	-1.8	-2.0	0.3	102.0	1.7	10.5

Continuation.
SMILES	V1aR counter	MEKK3 PB1 HTS	GPR7 antag	OXTR agonist	MEKK2 mut-MEK5	GalR3 antagonist	MEKK2 WT-MEK5	PHOSPHO1 block	NALP1 yeast inh
Cc1nc(Cl)c(N=Cc2cccc([N+](=O)[O-])c2)c(Cl)n1	0.0	101.0	-2.1	1.3	2.0	-6.0	105.0	11.0	7.9
Cc1nc2c(C(=O)N3CCN(C)CC3)cnn2c(C)c1Cc1ccc(Cl)cc1	0.9	103.0	-5.0	1.7	8.0	-6.9	101.0	3.0	3.2
COc1cccc2cc(C(C)N(CCCN3CCOCC3)C(=S)Nc3ccccc3C)oc12 (configuration not stated)	0.1	106.0	-6.5	-0.1	-4.0	3.9	103.0	27.1	19.9
COCCNC(=O)c1c(N)n(-c2ccccc2)c2nc3ccccc3nc12	1.7	101.0	-10.3	2.6	-2.0	-4.8	102.0	7.2	3.5
COc1ccc(C/C(N)=N/OC(=O)Cc2ccccc2)cc1	-0.4	115.0	0.2	-2.4	2.0	2.4	110.0	28.3	-1.9
COC(=O)/C=C1\N/C(=N\c2nc(C)cc(C)n2)N(c2ccc(C)c(C)c2)C1=O	0.0	99.0	-4.0	-1.8	-3.0	6.2	99.0	-6.9	16.0
COC(=O)c1cccn(CC(=O)c2ccc(Cl)cc2)c1=O	0.1	100.0	-7.1	-0.5	-2.0	3.3	102.0	49.6	0.9
CCC(C)NC(=S)N1CCN(Cc2ccc3c(c2)OCO3)CC1 (configuration not stated)	0.5	102.0	3.2	0.1	-3.0	-4.0	101.0	41.2	1.6
